# Bioassay records (PubChem BioAssay)
# PDI turbidity – inhibitors of human PDI, primary screen, biochemical, turbidity, single point, plate reader; inhibition, % at 10 µM; Protein disulfide-isomerase (Homo sapiens), P07237; AID 588391, 2011; PDI insulin aggregation turbidity, A650, 90 min; 350,000 tested, 0.052% active;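 active = mean inhibition across replicates of 30% or more, whatever share of single replicates reach that level; inconclusive = mean inhibition below 30% while every single replicate reaches 30%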;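 note: absorbance from insulin aggregation driven by PDI reduction with DTT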
# MC4R antagonist – MC4R antagonists of cAMP signaling, primary screen, cell-based, TR-FRET, antagonist arm of biased-ligand search; Melanocortin receptor 4 (Homo sapiens), P32245; MC4R-expressing cells, MTII-stimulated cAMP, LANCE TR-FRET; inhibition, % at 6.5 µM; 360,000 tested, 0.48% active; AID 540295, 2011;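 active = inhibition above its plate's cutoff, the mean of tested wells on that plate plus 3 SD, cut at about 29% in these data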;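 note: 0% = Melanotan II alone and 100% = Melanotan II plus saturating MCL0020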
# Target sequence (P32245 whole entry, looked up): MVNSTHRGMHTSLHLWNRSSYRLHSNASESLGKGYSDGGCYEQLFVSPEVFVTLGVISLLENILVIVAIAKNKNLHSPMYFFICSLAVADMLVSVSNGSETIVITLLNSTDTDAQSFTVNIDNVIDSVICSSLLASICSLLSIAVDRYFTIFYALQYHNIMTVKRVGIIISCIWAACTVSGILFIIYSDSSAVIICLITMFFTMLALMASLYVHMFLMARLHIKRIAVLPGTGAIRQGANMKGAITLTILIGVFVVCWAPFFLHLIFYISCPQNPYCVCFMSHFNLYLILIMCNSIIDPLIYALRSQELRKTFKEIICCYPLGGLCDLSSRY
#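 Assay system: U2OS-MC4R stable cell line; Also added: Melanotan II; Technique: Eu-cAMP/anti-cAMP TR-FRET, emission 671 nm; Times: 30-min compound, 1-h challenge, 1-h detection, room temperature.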
# N-glyco inh – increase of ERlucT glycosylation luciferase signal, primary screen, N-linked glycosylation inhibitor project, D54 ERlucT cells, luminescence, set 2 | D54 ERlucT glycosylation luciferase reporter, 24 h; percent of 100 nM tunicamycin response | reporter increase, % at 12.5 µM | 360,000 tested, 0.23% active | AID 588692, 2011;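 active = mean luciferase reporter signal, scaled so untreated is 0 and the glycosylation-blocking control 100, at or above a set limit in every replicate; inconclusive = mean reaches the limit but not every replicate does; inactive = mean below the limit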;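 note: luciferase carries N-glycosylation sites so blocking glycosylation raises the light; 0% = median of neutral control wells and 100% = median of 100 nM tunicamycin wells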
# m5-HT2A agonist – mouse Htr2a agonists via beta-arrestin recruitment, primary screen, cell-based, luminescence | activation, % at 7.6 µM | CHO-K1 mHTR2A beta-arrestin complementation; percent of 30 µM serotonin response | AID 624169, 2012 | 360,000 tested, 0.66% active | 5-hydroxytryptamine receptor 2A (Mus musculus), P35363;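 active = activation above a run cutoff, the mean activation of all tested compounds plus 3 SD, cut at about 14% in these data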;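 note: 0% = plate median of compound wells and 100% = 30 µM serotonin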
# Target sequence (P35363 whole entry, looked up): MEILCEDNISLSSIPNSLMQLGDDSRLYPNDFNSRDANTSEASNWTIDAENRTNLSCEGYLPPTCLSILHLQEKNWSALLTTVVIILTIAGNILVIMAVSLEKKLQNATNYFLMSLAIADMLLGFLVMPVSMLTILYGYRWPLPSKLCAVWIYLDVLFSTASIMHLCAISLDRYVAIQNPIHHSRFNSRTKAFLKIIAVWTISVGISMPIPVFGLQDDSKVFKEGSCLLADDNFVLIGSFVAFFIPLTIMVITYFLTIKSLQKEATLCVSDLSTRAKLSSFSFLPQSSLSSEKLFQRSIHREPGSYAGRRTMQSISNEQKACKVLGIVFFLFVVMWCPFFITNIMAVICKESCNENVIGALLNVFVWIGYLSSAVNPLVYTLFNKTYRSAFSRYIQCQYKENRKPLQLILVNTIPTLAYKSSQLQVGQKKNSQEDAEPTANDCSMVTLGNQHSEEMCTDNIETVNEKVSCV
# CaV13 FRET inh – Disruptors of the CACNA1D IQ motif to Ca2+-dependent inactivation inhibitor domain association, primary screening, Förster resonance energy transfer in intact living … | 340,000 tested, 0.098% active | HEK cells, CFP/YFP FRET ICDI-IQ, plate reader, 10 min; percent FRET-ratio fall versus neutral wells | inhibition, % at 12.3 µM;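 active = mean replicate inhibition of at least 30% and at least 1% of replicates passing that level; inconclusive = only one of the two criteria is met; inactive = neither criterion is met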;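 note: 0% = median of the neutral control wells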
# Cardio protect – cardioprotection against H2O2-induced cell death, primary screen, uHTS, H9c2 cells, ATPLite luminescence; protection from H2O2 cell death, % at 20 µM; H9c2 cardiomyocytes, H2O2 injury protection, 2 h; 360,000 tested, 0.63% active;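 active = compounds giving at least 50% protection of heart cells from peroxide-induced death in the single-dose screen, raw or plate-pattern-corrected value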;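 note: 0% = DMSO wells with peroxide and 100% = DMSO wells without peroxide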
# Granule exo inh – LAMP-1 surface exposure blockers, TALL-104 cells – cell-based, flow cytometry, MLPCN library, primary screen | TALL-104 LAMP-1 surface exposure; cells stimulated with thapsigargin and PMA | inhibition, % at 10 µM | 360,000 tested, 0.66% active | AID 651702, 2012;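 active = inhibition above about 55%, limit read from the data; inconclusive = no clear call, values can overlap the other calls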
# MC4R ag barr – MC4R agonists recruiting beta-arrestin, primary screen, cell-based, luminescence, agonist arm of biased-ligand search; Melanocortin receptor 4 (Homo sapiens), P32245; U2OS MC4R beta-arrestin complementation; percent of melanotan II response, DMSO zero; activation, % at 8.9 µM; 360,000 tested, 0.98% active; AID 540308, 2011;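 active = activation above a per-plate cutoff, the mean activation of sample wells on that plate plus 3 SD, cut at about 8% in these data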
# ABHD5-PLIN5 inh – ABHD5-PLIN5 interaction inhibitors, primary screen, cell lysate, split luciferase complementation, luminescence; 360,000 tested, 0.78% active; Perilipin-5 (Homo sapiens) + 1-acylglycerol-3-phosphate O-acyltransferase ABHD5 (Homo …; inhibition, % at 4 µM; Split G. princeps luciferase complementation, 4 h;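 active = inhibition above the mean inhibition across every tested compound plus 3 SD, cut at about 22% in these data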;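 note: 0% = DMSO only wells and the 100% control is not disclosed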
# ABCB6 inh 2 – ABCB6 transporter inhibitors, primary screen, K562-ABCB6 cells, flow cytometry, MLPCN library. 360,000 tested, 0.19% active. AID 602162, 2011. K562-ABCB6 porphyrin accumulation, 1 h; active compounds read low. ATP-binding cassette sub-family B member 6 (Homo sapiens), Q9NP58. fluorescence ratio to DMSO, % at 10 µM;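 active = fluorescence ratio to DMSO below 75%, the collection mean minus 3 SD; inconclusive = too few cells collected in the well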;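 note: signal is porphyrin accumulated inside mitochondria; 100% equals median channel fluorescence of DMSO control wells; lower ratio means ABCB6 inhibition with less porphyrin fluorescence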
# Active calls of the source: *; ? = inconclusive; . = no result given.
molecule,PDI turbidity,MC4R antagonist,N-glyco inh,m5-HT2A agonist,CaV13 FRET inh,Cardio protect,Granule exo inh,MC4R ag barr,ABHD5-PLIN5 inh,ABCB6 inh 2
COc1cc(O)c(C(C)=O)cc1OC,7,-4,1,-1,-1,-3,-2,-1.1,2,95
COC(=O)c1sccc1NC(=O)CC1C(=O)NCCN1C(=O)c1ccc(C)c(C)c1 (centres undefined),-1,6,-1,6,-4,9,-5,-0.6,-3,97
CN(C)S(=O)(=O)c1cccc(C(=O)Nc2cc3c(cc2C(=O)O)OCCCO3)c1,13,23,-3,3,-20,-7,9,1.8,-3,100
COc1ccccc1/C=C1\SC(=S)N(NS(=O)(=O)c2ccc(C)cc2)C1=O,0,4,1,9,-15,-2,-7,-1.2,3,101
COc1cccc(S(=O)(=O)N(C)C[C@@H]2Oc3cc(C#CCN(C)C)ccc3S(=O)(=O)N([C@H](C)CO)C[C@@H]2C)c1,6,8,-1,6,-6,22,1,-1.9,11,100
Cc1cc(C)c(OCC(=O)Nc2ccccc2N2CCCCC2)c(C)c1,-4,13,-8,3,-2,-13,?,-5.9,2,96
NS(=O)(=O)c1ccc(CCNC(=O)CCCC2=NS(=O)(=O)c3ccccc3N2)cc1,-7,4,-2,1,-5,3,-3,0.7,9,122
COC(=O)c1onc(-c2c(C)cc(C)cc2C)c1C(=O)OC,-6,8,-1,1,.,5,6,-0.1,9,89
CN(C)C(CNC(=O)C1CCN(S(=O)(=O)c2cccc(Cl)c2Cl)CC1)c1ccccc1 (centres undefined),0,10,-1,-5,-3,2,0,1.0,2,102
COc1ccc(Cc2nnc(NS(=O)(=O)c3ccccc3)s2)cc1,0,1,2,1,2,-11,0,-1.6,7,96
O=C(O)C(c1ccccc1)C1CCCCC1O (centres undefined),-3,-7,0,-2,-7,1,-12,0.2,4,93
CC(C)(C)NC(=O)C1c2ccccc2OCC(=O)N1Cc1ccccc1 (centres undefined),.,.,.,8,-3,.,1,.,-1,99
COc1ccc(NC(=O)CC2SC(N3CCCCC3)=NC2=O)cc1OC (centres undefined),0,3,1,-5,-5,-9,-1,-2.0,14,101
CC(C)Cc1nc(C(N)=O)c2[nH]c(=O)n(-c3ccc(F)cc3)c2n1,1,16,3,-1,-5,2,-3,1.6,4,96
COc1ccc(Nc2nc(N)nc(CSC(=S)N3CCCCC3C)n2)cc1 (centres undefined),-2,8,5,0,-4,-2,-4,-1.3,4,99
O=S(=O)(NCCCc1ccccc1)c1ccccc1,-5,-4,0,0,.,-4,3,-0.2,-3,99
CC(=O)NC(c1ccco1)c1cc(Cl)c2ccccc2c1O (centres undefined),1,13,5,4,-5,-4,-1,-0.5,-6,100
Cc1ccc(NC(=O)CSc2nnc(Cc3csc(C)n3)o2)cc1,-3,14,3,-6,-6,2,9,0.7,-10,113
C=CCn1c(=O)c2ccccc2n2c(SC(C)C(=O)Nc3nc(-c4ccccc4)cs3)nnc12 (centres undefined),-12,2,0,0,-5,38,2,-2.6,-7,95
O=C(CN(Cc1cccs1)C(=O)c1csnn1)NC1CCCC1,-2,1,1,2,-5,2,0,-1.2,-4,96
CC(C)(C)NC(=O)c1cnn(-c2ccccc2)c1NC(=O)c1ccccc1,2,1,1,1,-9,8,-6,-1.5,1,98
COC(=O)c1ccc(NC(=O)Cn2nc(C)cc2C)cc1,-2,2,-3,-2,-6,0,-2,-1.4,-3,103
CC(C)Sc1nc(N)nc2c1ncn2C1OC(CO)C(O)C1O (centres undefined),-6,2,1,4,-6,-7,3,-0.7,5,97
O=C1C=C(c2ccc3ncccc3c2)C[C@@H](c2ccc(F)cc2)C1,-1,1,-4,-2,.,-4,-3,-0.2,-3,99
CC(C)(C)C(=O)c1c(N)[nH]c(C(=O)c2ccccc2)c1-c1ccc(Cl)cc1Cl,.,.,.,16*,-3,.,-6,.,-8,95
CCC(=O)N1CCN(c2ccc(NC(=O)c3cc4ccccc4o3)cc2Cl)CC1,-8,2,-7,10,-1,53*,35,3.1,-20,85
Cc1ccnc(N2CCCC(C(=O)NC3CC3)C2)n1 (centres undefined),0,19,1,-10,-5,-2,2,1.2,9,92
CNC(=O)c1sc(N2N=C3/C(=C/c4ccccc4)CCCC3C2c2ccccc2)nc1C (centres undefined),5,19,-2,6,5,-8,23,-0.8,-2,101
CC(=O)c1cccc(NC(=O)c2cccc3c(-c4cccnc4)coc23)c1,3,11,3,13,-5,34,-4,1.0,12,81
O=C(Cc1cccc(NC(=O)C2CCN(C(=O)c3ccccc3)CC2)c1)Nc1cccc(C(=O)N2CCCC2)c1,-2,7,3,5,-12,9,26,-2.0,-4,95
Cc1cc(NC(=O)c2cccc(S(=O)(=O)N3CCOCC3)c2)c2ccccc2n1,-2,12,-1,5,.,2,10,-0.6,4,102
CCN1CCN(C(c2ccccc2)c2nnnn2C(C)(C)C)CC1 (centres undefined),.,.,.,-1,-6,.,-3,.,-5,95
O=C(NC1CCN(Cc2ccccc2)CC1)c1cc(-c2ccccn2)nc2ccccc12,-3,-1,4,-4,-4,3,-4,1.7,3,152
O=C(Nc1ccc2c(c1)OCCO2)C(c1cc2ccccc2o1)N1CCN(c2ccc(F)cc2)CC1 (centres undefined),.,.,-7,-6,-6,-2,-6,.,17,85
CCN(CC)C(=O)c1sc(N)c(C(=O)OC(C)C)c1C,3,-1,0,-3,-5,-6,2,-2.5,-10,92
O=C(Nc1ccc(C(=O)OC[C@@H]2CCCN3CCCC[C@H]23)cc1)c1cccc(Br)c1,0,6,-5,-7,-5,19,-18,12*,13,103
COC(=O)c1[nH]c2ccccc2c1NC(=O)C(C)N1CCOCC1 (centres undefined),17,6,-1,0,-4,-5,3,0.5,5,100
CC(=O)c1ccccc1NC(=O)COC(=O)c1cc2ccccc2[nH]1,-8,6,2,2,-3,5,2,3.1,1,102
COc1ccc(Br)cc1C1CC(=O)N2CN(Cc3ccccc3)CSC2=C1C#N (centres undefined),.,-1,-1,-3,-6,-7,-7,-1.2,-2,98
COc1ccc(C(C[N+](=O)[O-])c2c(C)[nH]c3ccccc23)cc1OC (centres undefined),-3,-4,-1,1,-6,1,-2,0.3,6,96
CC1(c2ccccc2)NC(=O)N(NC(=O)COC(=O)c2cc(Br)ccc2O)C1=O (centres undefined),-1,0,1,-2,-2,-4,-3,-4.9,1,98
O=C1CCC([N+](=O)[O-])C(c2cccc3ccccc23)N1 (centres undefined),1,17,3,-2,-6,8,-3,-2.2,1,96
c1ccc(Nc2nc3ccccc3n3cnnc23)cc1,3,3,5,-3,-7,7,-3,1.4,-5,101
O=C(CC[C@H]1O[C@@H](n2ccc(=O)[nH]c2=O)[C@H](O)[C@@H]1O)N[C@H](Cc1ccccc1)C(=O)NCCCN1CCCC1=O,.,.,0,8,-5,2,-4,.,3,104
Cc1ccc(NC(=O)CN(C)C(=O)CSc2ncc(C(F)(F)F)cc2Cl)cc1,-8,12,4,2,-6,5,2,7.2,-2,104
Cc1noc(C)c1C(=O)Nc1ccc(S(=O)(=O)N2CCCCC2)cc1,-1,2,-3,6,-6,-7,7,-1.6,3,92
COC(=O)c1c(N)sc2c1CC(C)(C)OC2,3,12,2,4,-2,8,6,-0.7,-3,99
COc1ccc(N2CCN(S(=O)(=O)c3c(C)n(C)c(=O)n(C)c3=O)CC2)cc1,0,-1,1,2,.,4,-7,-0.3,-7,101
CCOc1ccc(NC(=O)CN(C)C(=O)c2csc3c2CCCC3)cc1OCC,10,2,0,-3,-2,-1,4,-1.9,-4,85
CC(C)(CO)NC(=O)CC1C(=O)NCCN1CC(c1ccccc1)c1ccccc1 (centres undefined),-3,-4,0,3,-1,0,0,-4.0,4,90

# The list goes on.
molecule,PDI turbidity,MC4R antagonist,N-glyco inh,m5-HT2A agonist,CaV13 FRET inh,Cardio protect,Granule exo inh,MC4R ag barr,ABHD5-PLIN5 inh,ABCB6 inh 2
Cc1cc(C(=O)NC(=S)Nc2cccc(NC(=O)C(C)C)c2)ccc1[N+](=O)[O-],13,17,4,-1,1,-16,2,-1.6,3,92
CC1CCCCC12NC(=O)N(CC(=O)Nc1nccs1)C2=O (centres undefined),-3,-6,2,3,-11,0,2,-0.3,1,95
O=C(CN1CCOCC1)N/N=C/c1ccc(-c2cccc(Cl)c2Cl)o1,-11,2,3,0,-20,0,0,-0.2,1,99
O=C(NCC(=O)N1CCN(S(=O)(=O)/C=C/c2ccccc2)CC1)c1ccccc1F,-7,-2,1,-4,-1,-4,4,-1.6,4,93
CC(C)c1nnc(NC(=O)c2ccc3c(c2)OCO3)s1,-2,6,-19,3,-2,-10,-16,-3.6,2,98
CC1(C)C[C@@H]2C[C@@](C)(CN2C(=O)c2ccccc2)C1,2,14,-1,-1,-19,6,-4,1.5,2,98
CCOC(=O)c1oc2ccccc2c1CN1CC(C)OC(C)C1 (centres undefined),-64,3,0,-2,-7,-4,1,1.8,7,97
N=c1ncn(Cc2ccccc2)c2nc(SCCOc3ccccc3)[nH]c12,12,16,2,-2,-5,0,4,-0.8,-2,96
COc1ccccc1CCC(=O)OC(C)C(=O)Nc1c(C)n(C)n(-c2ccccc2)c1=O (centres undefined),2,3,1,-2,-6,-4,5,-0.6,-1,94
Cc1cc(C)cc(NC(=O)c2cc(Cl)sc2Cl)c1,-1,2,0,3,-4,1,4,0.8,-8,101
Cc1cc(C)c(C(=O)OCC(=O)Nc2cccc(S(=O)(=O)N3CCCCC3)c2)c(C)c1,-3,12,-5,0,-2,-13,0,1.5,-6,85
